Cardiac RTF inh – cardiac RTF calcium desensitization | P19429+P45379 | IANBD-labeled cardiac RTF, Ca2+ fluorescence | inhibition, % at 7.15 µM | 340,000 tested, 0.12% active;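 active = inhibition above the mean inhibition of all tested compounds plus 3 SD, cut at about 17% in these data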;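 note: assay run at fixed EC70 calcium of 1.6 mM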
HTR5A ag – HTR5A agonism, opioid heterodimer counter-screen. HTR5A agonist assay, luminescence, cell-based. AID 504692. P47898. 340,000 tested, 0.61% active. activation, % at 9.3 µM; in the data active = activation mostly above about 9.5%, no sharp cut-off; inactive = mostly below about 7.6%;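 note: 0% = cells with vehicle only and 100% = reference agonist; strong numbers were not always called active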
C-LANA FP – inhibitors of KSHV LANA C-terminal domain DNA binding; inhibition, % at 9 µM; 340,000 tested, 0.078% active; MBP-C-LANA/FAM-LBS DNA binding, fluorescence polarization;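 active = highest replicate inhibition at or above 60% at 9 µM, even if other replicates fall short; inactive = all replicates below 60% inhibition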;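 note: 0% = neutral control wells and 100% = 4 µM acridine orange control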
V-ATPase pHluor – alters yeast V-ATPase proton transport. 350,000 tested, 0.37% active. response, % at 10 µM. AID 504577. S. cerevisiae, pHLuorin cytosolic pH fluorescence; in the data active = response mostly above about 7.3%, no sharp cut-off; inactive = mostly below about 5.4%; note: actives read high; inactives centre near 0; some compounds called inactive have numbers as strong as hits; reference of the scale not given here
MOR-DOR inv ag – inverse agonist of human OPRM1-OPRD1 heterodimerization; cell-based MOR-DOR heterodimer luminescence, inverse agonism; inhibition, % at 9.3 µM; 340,000 tested, 0.21% active; AID 504357; in the data active = inhibition above about 22%, passing the limit was not always enough;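 note: 0% = cells with DMSO and 100% = wells without cells with DMSO; values of inactives mirror those of a sister screen read the other way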
Target sequence (P35372 whole entry, looked up): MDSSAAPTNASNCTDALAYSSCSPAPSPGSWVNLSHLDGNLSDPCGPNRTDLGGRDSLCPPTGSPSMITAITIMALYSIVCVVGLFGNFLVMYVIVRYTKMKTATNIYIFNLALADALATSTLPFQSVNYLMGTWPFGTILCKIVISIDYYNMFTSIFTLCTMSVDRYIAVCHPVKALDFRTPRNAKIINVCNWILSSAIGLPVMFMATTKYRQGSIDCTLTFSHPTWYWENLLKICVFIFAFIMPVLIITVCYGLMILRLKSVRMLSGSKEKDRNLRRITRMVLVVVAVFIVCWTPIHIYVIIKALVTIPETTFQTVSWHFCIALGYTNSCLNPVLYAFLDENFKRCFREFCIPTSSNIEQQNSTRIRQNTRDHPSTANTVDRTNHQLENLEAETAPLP
Target sequence (P41143 whole entry, looked up): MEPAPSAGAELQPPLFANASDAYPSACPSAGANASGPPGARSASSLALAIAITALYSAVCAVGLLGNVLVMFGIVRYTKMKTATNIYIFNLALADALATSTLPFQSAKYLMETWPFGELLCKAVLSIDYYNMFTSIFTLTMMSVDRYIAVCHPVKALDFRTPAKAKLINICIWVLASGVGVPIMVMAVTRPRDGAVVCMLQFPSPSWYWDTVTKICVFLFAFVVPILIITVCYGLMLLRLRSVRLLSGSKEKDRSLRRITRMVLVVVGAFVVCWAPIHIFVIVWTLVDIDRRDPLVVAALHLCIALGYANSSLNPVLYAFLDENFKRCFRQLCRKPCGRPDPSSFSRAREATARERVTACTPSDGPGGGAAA
Keap1 Nrf2 FP – inhibitors of human Keap1-Nrf2 protein-protein interaction; Keap1 Kelch-Nrf2 peptide fluorescence polarization, 1536-well; AID 504523; 340,000 tested, 0.15% active; Q14145; inhibition, % at 9.4 µM; in the data active = inhibition above about 12%;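 note: human Keap1 Kelch domain with fluorescein labeled Nrf2 9mer peptide probe; 0% = neutral control wells and 100% = peptide positive control; higher means more block of Keap1 binding to Nrf2 peptide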
CAL PDZ FP – CAL PDZ (human) peptide binding inhibition. purified CAL PDZ, TMR-peptide fluorescence polarization, 1 h. inhibition, % at 24.9 µM. 300,000 tested, 0.92% active. AID 602252;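 active = mean inhibition of at least 30% with at least half of replicates also reaching 30%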;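 note: 0% = DMSO neutral control and 100% = excess unlabeled competitor peptide PRC23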
cardiac RTF act – cardiac RTF calcium sensitization | P19429+P45379 | IANBD-labeled TnC RTF fluorescence at EC20 calcium; 0% EC20 calcium, 100% full calcium | activation, % at 7.2 µM | 340,000 tested, 0.24% active | AID 493008;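 active = activation above the mean over all tested compounds plus 3 SD, cut at about 30% in these data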;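 note: rise in fluorescence read as greater calcium sensitivity of cardiac thin filaments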
HTR5A inv ag – counter-screen for OPRM1-OPRD1 inverse agonists: human HTR5A inverse agonism; P47898; HTR5A cell line, luminescence; inhibition, % at 9.3 µM; 340,000 tested, 0.083% active; AID 504634; in the data active = inhibition mostly above about 23%, no sharp cut-off; inactive = mostly below about 18%;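 note: 0% = cells with DMSO and 100% = no-cell wells with DMSO; some compounds called inactive have numbers as strong as hits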
MOR-DOR ag – OPRM1-OPRD1 heterodimerization agonism; P35372+P41143; cells, luminescence; activation, % at 9.3 µM; 340,000 tested, 0.3% active; in the data active = activation above about 18%;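 note: 0% = vehicle-treated cells and 100% = reference agonist; values of inactives mirror those of a sister screen read the other way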
Starred values were filed as active, the others as inactive; & = joins results of further samples; ! = not confirmed by another sample.

`O=[N+]([O-])c1cc([N+](=O)[O-])c2n[nH]c(-c3ccccc3)c2c1` gave C-LANA FP 0.5, V-ATPase pHluor -36.1, Keap1 Nrf2 FP -2.8 and CAL PDZ FP 3.6.
For Cc1cccc(NS(=O)(=O)c2ccc(-c3cnc(C4CC4)o3)cc2)c1 the results were Cardiac RTF inh 11.6, HTR5A ag 6.2, C-LANA FP 1.0, V-ATPase pHluor 0.6, MOR-DOR inv ag -36.4, Keap1 Nrf2 FP -1.1, CAL PDZ FP -1.4, cardiac RTF act -4.5, HTR5A inv ag -5.8 and MOR-DOR ag 6.7.
CC(C)OC(=O)/C(=C/c1ccco1)c1ccccc1 was read as Cardiac RTF inh -4.9, HTR5A ag 1.6, C-LANA FP -0.7, V-ATPase pHluor 4.0, MOR-DOR inv ag -13.3, Keap1 Nrf2 FP -0.3, CAL PDZ FP -3.8, cardiac RTF act 6.2, HTR5A inv ag -7.7 and MOR-DOR ag 2.6.
Cc1ccc(S(=O)(=O)Nc2c(C)n(C)n(-c3ccccc3)c2=O)cc1 was read as Cardiac RTF inh 3.8&-10.0, HTR5A ag -1.6&5.7, C-LANA FP -1.3&-0.3, V-ATPase pHluor 6.0&6.0, MOR-DOR inv ag 10.8&8.6, Keap1 Nrf2 FP -2.7&5.5, CAL PDZ FP 54.4*!, cardiac RTF act -0.7&-2.7, HTR5A inv ag 4.5&-14.7 and MOR-DOR ag -2.2&-1.5.
Screening CC(=O)Nc1ccc(C(=O)COC(=O)C2CC2)c(F)c1 returned Cardiac RTF inh -1.0, HTR5A ag 2.3, C-LANA FP -1.6, V-ATPase pHluor -4.0, MOR-DOR inv ag -33.7, Keap1 Nrf2 FP -1.3, CAL PDZ FP -0.3, cardiac RTF act 0.3, HTR5A inv ag -3.8 and MOR-DOR ag 5.2.
`CCN(C[C@H]1N[C@@](C)(C(=O)OC)[C@H]2C(=O)N(C)C(=O)[C@@H]12)C(=O)C1CCCCC1` gave Cardiac RTF inh -10.8, HTR5A ag -3.3, C-LANA FP -0.4, V-ATPase pHluor 0.0, MOR-DOR inv ag -3.3, Keap1 Nrf2 FP -5.4, CAL PDZ FP -14.9, cardiac RTF act -1.5, HTR5A inv ag 12.2 and MOR-DOR ag 0.7.
Screening Cc1ccc(OCCNS(=O)(=O)c2ccc(N3CCCC3=O)cc2)cc1 returned Cardiac RTF inh -8.8, HTR5A ag 5.1, C-LANA FP -0.5, V-ATPase pHluor 11.6, MOR-DOR inv ag -8.6, Keap1 Nrf2 FP -1.9, cardiac RTF act 4.3, HTR5A inv ag 11.6 and MOR-DOR ag 2.1.
For COc1ccccc1C(CNC(=O)c1cccc(S(=O)(=O)N2CCCc3ccccc32)c1)N(C)C (stereo not drawn) the results were Cardiac RTF inh -6.5, HTR5A ag 4.5, C-LANA FP 2.2, V-ATPase pHluor 1.6, MOR-DOR inv ag -56.0, Keap1 Nrf2 FP -2.0, CAL PDZ FP -5.2, cardiac RTF act 1.3, HTR5A inv ag -2.3 and MOR-DOR ag 14.9.
`N#Cc1c(N)sc2c1CCN(C(=O)OCc1ccccc1)C2` gave Cardiac RTF inh 0.4, HTR5A ag -1.0, C-LANA FP -0.3, V-ATPase pHluor 6.1, MOR-DOR inv ag 17.6, Keap1 Nrf2 FP 1.9, CAL PDZ FP -3.5, cardiac RTF act 1.4, HTR5A inv ag 8.7 and MOR-DOR ag -3.1.
O=C(Nc1ccc(F)cc1)c1ccc2c(=O)n3c(nc2c1)CCCCC3 was read as Cardiac RTF inh -7.4, HTR5A ag 0.5, C-LANA FP -1.2, V-ATPase pHluor -1.6, MOR-DOR inv ag 5.8, Keap1 Nrf2 FP 1.0, cardiac RTF act 3.9, HTR5A inv ag -1.4 and MOR-DOR ag -1.1.
Screening O=C(O)CCC(=O)Nc1cccc(C(=O)Nc2ccc(Br)cc2)c1 returned Cardiac RTF inh -4.4, HTR5A ag 0.8, C-LANA FP -1.7, V-ATPase pHluor 4.5, MOR-DOR inv ag 12.4, Keap1 Nrf2 FP -2.9, CAL PDZ FP -2.1, cardiac RTF act 0.5, HTR5A inv ag -2.1 and MOR-DOR ag -2.5.
For N#C/C(=N\Nc1cccc(F)c1)C(=N)N1CCCCCC1 the results were Cardiac RTF inh 8.2, HTR5A ag -1.8, C-LANA FP 2.0, V-ATPase pHluor 0.1, MOR-DOR inv ag 15.8, Keap1 Nrf2 FP 1.5, cardiac RTF act 4.5, HTR5A inv ag -11.5 and MOR-DOR ag -2.9.
`CCC(C)NCCOc1ccccc1C` (stereo not drawn) gave Cardiac RTF inh -8.5, HTR5A ag -1.2, C-LANA FP -0.6, V-ATPase pHluor 0.9, MOR-DOR inv ag 8.3, Keap1 Nrf2 FP -1.7, CAL PDZ FP -4.0, cardiac RTF act 0.7, HTR5A inv ag 3.2 and MOR-DOR ag -1.6.
`C=CCNC(=O)c1onc(CSc2cccc(OC)c2)c1C(=O)NCC=C` gave Cardiac RTF inh 8.4, HTR5A ag -0.1, C-LANA FP 0.3, V-ATPase pHluor -4.2, MOR-DOR inv ag 5.3, Keap1 Nrf2 FP -4.3, CAL PDZ FP -1.8, cardiac RTF act 6.0, HTR5A inv ag -25.0 and MOR-DOR ag -1.0.
`CN(C)C(=O)[C@H]1C[C@H]1[C@@H](O)[C@H](CO)NC(=O)[C@H](COCc1ccccc1)NC(=O)OC(C)(C)C` gave Cardiac RTF inh 0.0, HTR5A ag -4.2, C-LANA FP -1.7, V-ATPase pHluor 4.0, MOR-DOR inv ag 9.5, Keap1 Nrf2 FP 0.3, CAL PDZ FP -1.3, cardiac RTF act 2.1, HTR5A inv ag 5.5 and MOR-DOR ag -1.6.
Screening CC(C)CNS(=O)(=O)c1ccc(S(=O)(=O)N2CCC3(CC2)OCCO3)cc1 returned Cardiac RTF inh -11.8, HTR5A ag -3.3, C-LANA FP -2.0, V-ATPase pHluor -1.7, MOR-DOR inv ag 18.5, Keap1 Nrf2 FP -0.4, CAL PDZ FP -2.4, cardiac RTF act 0.1, HTR5A inv ag -24.0 and MOR-DOR ag -3.5.
COCCCN(CCNC(=O)c1ccc(NC2=NC3CS(=O)(=O)CC3S2)cc1)Cc1ccco1 (stereo not drawn) was read as Cardiac RTF inh -4.2, HTR5A ag 4.4, C-LANA FP 6.5, V-ATPase pHluor -1.8, MOR-DOR inv ag 1.2, Keap1 Nrf2 FP 1.3, cardiac RTF act 6.1, HTR5A inv ag -13.5 and MOR-DOR ag -0.2.
CCn1c(=O)cc(SCC(=O)NCCCN2CCC(C)CC2)c2ccccc21 was read as Cardiac RTF inh -14.8, HTR5A ag -1.8, C-LANA FP 0.4, V-ATPase pHluor 2.7, MOR-DOR inv ag -7.5, Keap1 Nrf2 FP 4.8, CAL PDZ FP 30.6*, cardiac RTF act 2.5, HTR5A inv ag 5.0 and MOR-DOR ag 1.0.
CC(=O)n1cc(N(C(=O)CCl)c2ccccc2)c2ccccc21 was read as Cardiac RTF inh -0.6, HTR5A ag 56.7*, C-LANA FP -1.0, V-ATPase pHluor -1.1, MOR-DOR inv ag -333.7, Keap1 Nrf2 FP -13.0, cardiac RTF act 8.5, HTR5A inv ag 4.9 and MOR-DOR ag 65.2*.
COc1ccc(CCNC(=O)CCNC(=O)c2ccco2)cc1 was read as Cardiac RTF inh -5.0, HTR5A ag 0.4, C-LANA FP -0.9, V-ATPase pHluor -1.0, MOR-DOR inv ag 6.8, Keap1 Nrf2 FP -7.4, cardiac RTF act -1.6, HTR5A inv ag 17.7 and MOR-DOR ag -1.3.
For Cn1nc(-c2ccc(C(=O)N3CCN(CCO)CC3)cc2)c2ccccc2c1=O the results were Cardiac RTF inh -4.3, HTR5A ag -4.9, C-LANA FP -0.6, V-ATPase pHluor -2.1, MOR-DOR inv ag 10.8, Keap1 Nrf2 FP -1.6, CAL PDZ FP -2.8, cardiac RTF act -3.1, HTR5A inv ag 12.4 and MOR-DOR ag -2.0.
CN1CCN(S(=O)(=O)c2ccc(N3CCN(c4ccccc4Cl)CC3)nc2)CC1 was read as Cardiac RTF inh -7.0, HTR5A ag -0.9, C-LANA FP 0.5, V-ATPase pHluor 0.9, MOR-DOR inv ag 14.8, Keap1 Nrf2 FP 1.4, CAL PDZ FP -3.9, cardiac RTF act -2.6, HTR5A inv ag 2.3 and MOR-DOR ag -3.7.
Screening O=C(CNc1ccccc1F)Nc1cc(S(=O)(=O)N2CCCCC2)ccc1Cl returned Cardiac RTF inh 0.1, HTR5A ag -7.3, C-LANA FP 0.6, V-ATPase pHluor 4.2, MOR-DOR inv ag 17.4, Keap1 Nrf2 FP -0.5, CAL PDZ FP -5.7, cardiac RTF act -3.2, HTR5A inv ag 10.0 and MOR-DOR ag -4.4.
For CC1CCN(Cc2csc(N)n2)CC1 the results were Cardiac RTF inh -0.4, HTR5A ag -0.3, C-LANA FP 1.1, V-ATPase pHluor -1.2, MOR-DOR inv ag 0.7, Keap1 Nrf2 FP 2.5, CAL PDZ FP -2.9, cardiac RTF act -2.3, HTR5A inv ag 0.8 and MOR-DOR ag -0.1.
For COc1cc2c(cc1OC)CN(C(=O)CSc1nc(N)c(C#N)cc1C#N)CC2 the results were Cardiac RTF inh -6.7, HTR5A ag -2.8, C-LANA FP 1.5, V-ATPase pHluor -1.2, MOR-DOR inv ag 9.4, Keap1 Nrf2 FP -13.5, CAL PDZ FP -2.7, cardiac RTF act -0.5, HTR5A inv ag -13.4 and MOR-DOR ag -1.7.
For CS(=O)(=O)c1ccc(C(=O)Nc2cc(-c3ccccc3)nn2-c2ccccc2)cc1 the results were Cardiac RTF inh 0.1, HTR5A ag -1.7, C-LANA FP 0.3, V-ATPase pHluor 0.6, MOR-DOR inv ag 8.2, Keap1 Nrf2 FP -1.4, CAL PDZ FP 4.3, cardiac RTF act 0.0, HTR5A inv ag -16.3 and MOR-DOR ag -1.4.
Screening Cc1ccccc1-n1c(-c2csc3ccccc23)n[nH]c1=S returned Cardiac RTF inh 2.0, HTR5A ag -2.4, C-LANA FP -0.1, V-ATPase pHluor -3.3, MOR-DOR inv ag -4.3, Keap1 Nrf2 FP -2.0, CAL PDZ FP 13.2, cardiac RTF act -0.6, HTR5A inv ag 6.2 and MOR-DOR ag 0.8.
For CNC(=O)c1ccc(Nc2nnc(-c3ccc(C)c(S(N)(=O)=O)c3)c3ccccc23)cc1 the results were Cardiac RTF inh -1.1, HTR5A ag 1.3, C-LANA FP -1.2, V-ATPase pHluor -0.8, MOR-DOR inv ag 15.0, Keap1 Nrf2 FP 1.0, CAL PDZ FP -11.8, cardiac RTF act 1.8, HTR5A inv ag -4.5 and MOR-DOR ag -3.3.

Of the compounds above, 2 contain an NH in an aromatic ring.
`O=[N+]([O-])c1cc([N+](=O)[O-])c2n[nH]c(-c3ccccc3)c2c1` gave C-LANA FP 0.5, V-ATPase pHluor -36.1, Keap1 Nrf2 FP -2.8 and CAL PDZ FP 3.6.
Screening Cc1ccccc1-n1c(-c2csc3ccccc23)n[nH]c1=S returned Cardiac RTF inh 2.0, HTR5A ag -2.4, C-LANA FP -0.1, V-ATPase pHluor -3.3, MOR-DOR inv ag -4.3, Keap1 Nrf2 FP -2.0, CAL PDZ FP 13.2, cardiac RTF act -0.6, HTR5A inv ag 6.2 and MOR-DOR ag 0.8.

Source: PubChem
